Source: PubChem
MITF primary: inhibitors of human MITF | O75030 | inhibition, % at 2.6 µM | hit rate 0.91% among 650,000 | AID 1259374 | AlphaScreen MITF homodimerization, bead proximity signal; in the data active = inhibition above about 50%;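 note: 0% = vehicle wells with protein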
Target sequence (O75030 whole entry, looked up): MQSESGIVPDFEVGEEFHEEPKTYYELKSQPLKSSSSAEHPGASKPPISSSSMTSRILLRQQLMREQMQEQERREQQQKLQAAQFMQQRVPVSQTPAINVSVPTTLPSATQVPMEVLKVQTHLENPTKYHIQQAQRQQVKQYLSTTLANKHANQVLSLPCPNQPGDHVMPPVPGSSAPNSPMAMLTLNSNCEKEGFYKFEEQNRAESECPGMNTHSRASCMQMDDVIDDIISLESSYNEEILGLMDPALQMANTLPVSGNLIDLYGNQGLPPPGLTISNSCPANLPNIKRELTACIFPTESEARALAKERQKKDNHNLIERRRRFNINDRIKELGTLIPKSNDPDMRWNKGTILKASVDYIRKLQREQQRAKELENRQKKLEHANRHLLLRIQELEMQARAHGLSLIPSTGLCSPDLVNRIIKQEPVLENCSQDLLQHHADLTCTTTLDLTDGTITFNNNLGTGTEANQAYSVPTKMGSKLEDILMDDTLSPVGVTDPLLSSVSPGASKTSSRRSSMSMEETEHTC
GPR151 ag: human GPR151 activation | Q8TDV0 | PathHunter beta-arrestin GPR151 cells, luminescence | activation, % at 11.2 µM | hit rate 1% among 650,000 | AID 1508602; in the data active = activation above about 4.9%;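 note: 0% = median of compound wells and 100% = cells with positive control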
Target sequence (Q8TDV0 whole entry, looked up): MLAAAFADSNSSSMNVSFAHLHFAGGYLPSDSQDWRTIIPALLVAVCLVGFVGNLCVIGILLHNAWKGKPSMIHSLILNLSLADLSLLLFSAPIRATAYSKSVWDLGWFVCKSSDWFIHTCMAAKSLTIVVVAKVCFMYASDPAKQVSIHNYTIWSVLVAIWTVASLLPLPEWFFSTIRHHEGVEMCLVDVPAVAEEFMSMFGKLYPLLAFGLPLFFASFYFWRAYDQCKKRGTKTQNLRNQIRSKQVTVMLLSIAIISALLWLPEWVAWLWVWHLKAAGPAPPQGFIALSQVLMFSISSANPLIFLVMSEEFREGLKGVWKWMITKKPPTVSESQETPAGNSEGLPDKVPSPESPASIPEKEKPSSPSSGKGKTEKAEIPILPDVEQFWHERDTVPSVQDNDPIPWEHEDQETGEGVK
FBW7 activator: human FBW7 E3 ligase activation, primary screen | Q969H0 | AlphaScreen FBW7–phospho-cyclin E peptide binding, activator screen | normalized activity (activation), % at 26.1 µM | hit rate 0.13% among 650,000; in the data active = normalized activity above about 1.9%;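 note: purified mutant Fbw7 with reduced substrate affinity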
TEAD-YAP inh: TEAD-YAP interaction inhibition. hit rate 1.4% among 640,000. HEK-TIYL cells, TEAD-Gal4/YAP UAS-luciferase luminescence. AID 1259422. inhibition, % at 9.12 µM; in the data active = inhibition above about 32%;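 note: 0% = median of test compound wells and 100% = reference inhibitor wells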
Active calls of the source: *; & = joins results of further samples.

SMILES	MITF primary	GPR151 ag	FBW7 activator	TEAD-YAP inh
Cc1cc(C)n2nc(SCC(=O)Nc3sccc3C(N)=O)nc2n1	5.6	0.9	-0.1	2.5
O=C(c1ccccc1)N(Cc1ccsc1)Cc1ccco1	9.6	1.1	0.6	0.8
CC1(C)C(=O)OC(c2ccc(Cl)cc2Cl)C2(CCCCC2)C1=O (stereo not given)	10.7	-0.8	-0.1	3.4
CCOC(=O)c1cccc(NS(=O)(=O)c2ccc3c(c2)NC(=O)C(C)C(=O)N3)c1 (stereo not given)	9.4	-1.4	0.5	1.9
Cc1cn2cc(C(=O)NCc3ccco3)nc2s1	15.2	0.2	0.2	13.6
CCOC(=O)c1sc(NC(=O)CSc2nnc(CNC(=O)c3ccc(OC)cc3)n2-c2cccc(C)c2)c(C(=O)OCC)c1C	-1.2	0.5	0.0	-10.1
O=C(COc1cccc2ccccc12)NNC(=O)NC12CC3CC(CC(C3)C1)C2	2.9	-0.2	-0.1	19.0
CC1CCc2sc(NC(=O)c3ccc(N4C(=O)CCC4=O)cc3)c(C(N)=O)c2C1 (stereo not given)	-1.1	1.8	-0.1	-12.9
N=C(N)N1CCc2ccccc2C1	-5.4&-0.6&3.2	2.2&2.9&-1.0	0.0&0.1&0.0	-1.5&-6.9
Cc1ccc(/C=C/C2=NC(=C\c3cccc(Cl)c3)/C(=O)O2)cc1	10.0	3.4	-0.1	-1.9
CN(C)[C@@H]1CCN(Cc2ccccc2)C[C@@H]1CCC(=O)N1CCc2ccccc2C1	14.2	-0.5	-0.1	1.4
CC(C)(C)c1ccc(-c2nnc(SCc3ccccc3Cl)n2-c2ccccc2)cc1	0.0	-1.2	0.2	4.7
CCC1CCc2c(sc(NC(=O)/C=C/c3ccc(OC)cc3)c2C(N)=O)C1 (stereo not given)	9.4	0.7	0.1	-1.1
COc1ccccc1CNC(=O)c1nnc(Cc2ccc(Cl)cc2Cl)o1	-4.4	0.7	0.0	2.6
CCCc1cc(=O)[nH]c(Nc2cccc(O)c2)n1	-3.5	0.8	0.0	-9.2
CC(=O)Nc1cccc(NC(=O)c2sc3ncn(CC(=O)Nc4ccc(C)c(Cl)c4)c(=O)c3c2C)c1	13.5	-1.5	0.1	3.6
CS(=O)(=O)N1CCN(C(=O)c2ccccc2)C1	3.5	0.1	0.2	1.7
O=C(CCC1CCCCC1)Nc1nc2ccccc2s1	91.7*	0.7	0.1	-31.6
COc1ccc(-c2nc3scc(CCNS(=O)(=O)c4cc(C)ccc4C)n3n2)cc1	-10.8	0.2	-0.1	-6.2
CC(O)c1nc2ccccc2n1CC(=O)Nc1ccccc1Oc1ccccc1 (stereo not given)	3.0	-0.4	0.0	0.1
COc1ccc(N2C(=O)C(=O)/C(=C(\O)c3ccccc3)C2c2ccc([N+](=O)[O-])cc2)cc1 (stereo not given)	15.7	1.2	0.0	-0.6
CC(O)CNc1nc2c(c(=O)n(C)c(=O)n2C)n1Cc1cccc(Cl)c1 (stereo not given)	8.2	2.0	0.1	0.6
CSCCOC(=O)C1=C(C)NC(=O)CC1c1c(Cl)cccc1Cl (stereo not given)	18.2	-0.9	-0.3	9.2
COc1ccc(-c2nc(NCc3nc4ccccc4[nH]3)c3[nH]cnc3n2)cc1	11.3	2.0	0.1	-1.1
COc1ccc(Nc2ncnc(Nc3ccc(OC)cc3)c2[N+](=O)[O-])cc1	-12.1	-1.2	0.2	-2.1
SMILES	MITF primary	GPR151 ag	FBW7 activator	TEAD-YAP inh
COCCNC(=O)C(=O)N/N=C/c1ccc2c(c1)OCO2	8.3	-0.5	0.1	5.0
O=C1CCCN1CCCNc1nc(Nc2ccccc2)nc2c1ncn2Cc1ccc(C(F)(F)F)cc1	2.7	4.0	-0.1	13.2
CCNCCC1CCC(=O)N1Cc1cc(F)cc(F)c1 (stereo not given)	7.0	0.6	-0.1	0.7
Cc1cccc(OCC(=O)Oc2coc(CSc3nc(C)cc(C)n3)cc2=O)c1	1.6	1.3	-0.2	-11.8
O=C(C1CC1)N1CCN(c2ccc(-c3ccncc3)nn2)CC1	-5.8	-0.6	-0.3	-19.1
C=CCn1c(-c2ccc(Cl)cc2)c(C)sc1=Nc1ccccc1	20.8	-0.8	0.0	-6.0
CC(=O)c1ccc(NC(=O)CN2C(=O)c3ccc([N+](=O)[O-])cc3C2=O)cc1	21.7	4.0	0.2	7.2
O=S(=O)(Nc1ccc2cn[nH]c2c1)c1ccc2ccccc2c1	0.7	1.4	0.1	3.5
O=C(O)C1CCCCC1C(=O)Nc1ccc(-c2ccccc2)cc1 (stereo not given)	-8.2	-3.0	-0.3	-28.8
Cc1cccc(NC(=O)c2ccc(N3CCCC3)c([N+](=O)[O-])c2)c1	1.9	2.8	-0.3	-33.1
CCOC(=O)c1c(SCc2ccc(Cl)cc2Cl)nc(=O)[nH]c1C	3.6	0.7	-0.2	-1.7
COc1cc2c(cc1OC)C(C(=O)O)C(c1ccccc1O)N(C)C2=O (stereo not given)	-0.5	-0.2	0.1	-2.1
COc1cccc(C2(NC(=O)CCc3c(C)noc3C)CCCC2)c1	20.5	-0.9	0.3	6.3
O=C(N/C(=C/c1ccc(Cl)c(Cl)c1)C(=O)N1CC2CC(C1)c1cccc(=O)n1C2)c1ccco1 (stereo not given)	24.7	0.2	0.1	-0.1
Nc1c(C(=O)Nc2ccc(Cl)cc2)sc2nc3c(cc12)CCC3	-0.7	0.3	-0.1	-60.5
Cc1ccc2nc3c(cc(C(N)=O)c(=N)n3CCCN3CCOCC3)c(=O)n2c1	8.3	-1.4	0.6	8.6
Cc1cc(C)cc(NC(=S)N(Cc2ccc(F)cc2)C2CCCCC2)c1	11.5	-2.5	0.1	-2.4
O=C(Cc1ccccc1[N+](=O)[O-])Nc1ccc2ccccc2c1	6.7	1.3	0.2	-27.8
Cc1cc(OCC(=O)NCc2cccnc2)cc(C)c1Br	-4.3	2.7	-0.2	-8.3
CCn1c2ccccc2c2cc(/C=C(\C#N)c3nn(CCO)c(N)c3C#N)ccc21	-0.3	-0.1	-0.2	48.5*
CCOc1cc(C)c(Cl)cc1S(=O)(=O)n1nc(C)cc1C	0.6	2.0	0.4	6.8
Cc1sc(NC(=O)C(C)C)nc1-c1ccccc1	9.8	-0.8	-0.1	4.1
CCCCC(=O)NC(=S)Nc1cc([N+](=O)[O-])ccc1F	2.9	2.5	0.0	-2.2
N#CC1=C(N)Oc2c(c(=O)[nH]c3ccccc23)C1c1cc(Br)cs1 (stereo not given)	-2.1	0.0	-0.2	-0.3
CCN(CC)c1nc(NCCc2ccc(O)cc2)nc(N2CCC(N3CCOCC3)CC2)n1	11.4	1.9	0.2	0.9
SMILES	MITF primary	GPR151 ag	FBW7 activator	TEAD-YAP inh
OCC1CCCN1c1nc(NCc2nc3ccccc3[nH]2)c2ncn(C3CCCCC3)c2n1 (stereo not given)	-1.0	-0.5	-0.2	7.1
CCOC(=O)c1ccc(NC(=O)Nc2sc3c(c2-c2nc4ccccc4s2)CCCC3)cc1	1.9	-0.7	0.0	3.8
Cc1ccc(Nc2ncnc3sc(C)cc23)cc1	0.9	0.8	0.0	-73.2
Cc1ccc(C(=O)N/C(=C\c2ccco2)C(=O)NC2CCCCC2)cc1	12.4	-0.7	0.0	-3.3
O=C(/C=C/c1ccccc1[N+](=O)[O-])Nc1cccc(C(F)(F)F)c1	7.5	-1.5	0.2	-6.4
CC(C)n1cnc2c(NCCCN3CCOCC3)nc(-c3ccccc3)nc21	7.1	0.2	0.3	30.8
COc1ccc(C(C)=O)c(OC(=O)Cc2cc(OC)c(OC)c(OC)c2)c1	-7.3	-0.4	0.0	12.9
CC(C)(C)N1C(=O)c2ccccc2NC(=O)N1Cc1ccccc1	3.0	-2.3	0.1	0.0
COc1ccc(-n2c(/C=C/c3cn(C)c4ccccc34)nc3ccccc3c2=O)cc1	5.6	0.0	0.0	8.5
Cc1ccc(C(=O)N(Cc2ccccn2)c2nc3ccccc3s2)cc1C	-10.7	-1.1	0.1	-49.4
CSc1n[nH]c(NCc2ccc(Br)cc2)n1	-1.8	-0.3	0.2	-34.7
COc1ccc(Cl)cc1NC(=O)c1cnn2c1NC(c1ccc(C)cc1)CC2C(F)(F)F (stereo not given)	1.1	-0.2	0.1	-1.2
Cc1occc1C(=O)Nc1ccccc1Br	2.2	-0.8	0.1	-6.4
Cc1cccc(C2=Nc3ccccc3N=C(c3ccc(C)cc3O)C2)c1	0.6	1.1	0.0	-16.8
CCCCc1ccc(NC(=O)CN(C)S(=O)(=O)c2ccc(F)cc2)cc1	-2.0	-1.0	0.1	6.4
CCN(CC)S(=O)(=O)c1cccc(C(=O)NCCN(C)C)c1	-3.2	4.0	-0.1	6.1
O=C(CN1CCC(c2ccc(F)cc2)CC1)N1CCCCC1	15.9	-1.1	0.0	7.4
CS(=O)(=O)n1nc(OC(=O)c2cccc3ccccc23)cc1N	-4.7	2.0	-0.1	-11.0
C[C@H]1C(=O)N2CCN(C(=O)c3ccccc3Cl)C[C@@H]2C(=O)N1C	16.0	0.1	0.9	5.6
COC(=O)C1=C(C)NC(=O)NC1c1cccc(Oc2ccccc2)c1 (stereo not given)	8.7	0.3	0.0	-17.5
Cc1[nH]nc2c1C(c1cc([N+](=O)[O-])ccc1OCc1ccc(Br)cc1)C(C#N)=C(N)O2 (stereo not given)	-3.3	-0.9	-0.1	-2.0
O=C1c2cccc3cc([N+](=O)[O-])cc(c23)C(=O)N1c1ccc(O)cc1	-5.6	0.7	-0.4	-10.7
O=C(CCSc1ccccc1)Nc1nc2c(s1)CCCC2	11.8	-0.2	-0.3	-21.7
CC1(C)C2CC=C(CN3CCN(Cc4ccc5c(c4)OCO5)CC3)C1C2 (stereo not given)	64.3*	0.5	0.2	7.2
ClCc1nc2ccccc2n1Cc1ccccc1	2.1	0.9	-0.1	-9.3

Rewritten as labelled records: 4 of the compounds above.
> COc1ccc(-n2c(/C=C/c3cn(C)c4ccccc34)nc3ccccc3c2=O)cc1
  MITF primary = 5.6
  GPR151 ag = 0.0
  FBW7 activator = 0.0
  TEAD-YAP inh = 8.5
> CCN(CC)S(=O)(=O)c1cccc(C(=O)NCCN(C)C)c1
  MITF primary = -3.2
  GPR151 ag = 4.0
  FBW7 activator = -0.1
  TEAD-YAP inh = 6.1
> Cc1ccc(Nc2ncnc3sc(C)cc23)cc1
  MITF primary = 0.9
  GPR151 ag = 0.8
  FBW7 activator = 0.0
  TEAD-YAP inh = -73.2
> Cc1occc1C(=O)Nc1ccccc1Br
  MITF primary = 2.2
  GPR151 ag = -0.8
  FBW7 activator = 0.1
  TEAD-YAP inh = -6.4

Whole records, quoted from the list. Order of values: MITF primary | GPR151 ag | FBW7 activator | TEAD-YAP inh
ClCc1nc2ccccc2n1Cc1ccccc1 across the screens: 2.1 | 0.9 | -0.1 | -9.3
CCOC(=O)c1ccc(NC(=O)Nc2sc3c(c2-c2nc4ccccc4s2)CCCC3)cc1 across the screens: 1.9 | -0.7 | 0.0 | 3.8
COc1ccc(Cl)cc1NC(=O)c1cnn2c1NC(c1ccc(C)cc1)CC2C(F)(F)F (stereo not given) across the screens: 1.1 | -0.2 | 0.1 | -1.2

Next records
SMILES	MITF primary	GPR151 ag	FBW7 activator	TEAD-YAP inh
COc1cc(/C=C2/SC(=Nc3ccccc3)NC2=O)ccc1OC(=O)c1ccc([N+](=O)[O-])cc1	-0.5	0.2	0.1	7.8
COc1ccc(CC(=O)N/N=C/c2ccc(-c3ccc(C(=O)O)cc3)o2)cc1	3.0	-0.1	-0.1	-1.0
Cc1ccc(COC(=O)c2cc(=O)c3ccccc3o2)cc1	9.0	2.6	0.1	4.8
NC(=S)Nc1ncc(CCN2CCOCC2)c(-c2ccc(F)cc2)n1	3.7	-0.6	-0.2	-7.0
COc1ccc(/C=N/NC(=O)C2CC(=O)N(c3ccc(Br)cc3)C2)cc1 (stereo not given)	12.0	0.2	0.0	11.6
CCOC(=O)C(NC(=O)c1ccc(OC)cc1)(Nc1nc2ccccc2nc1C(F)(F)F)C(F)(F)F (stereo not given)	-6.6	-0.6	0.1	6.3
Nc1c(Br)cc(O)c2c1C(=O)c1ccccc1C2=O	17.3	0.4	-0.2	2.7
S=C1NCCN1CCOc1ccccc1	9.6	1.7	0.2	3.2
CC(C)(C)c1ccc(S(=O)(=O)N2CCC(NC(=O)c3ccco3)CC2)cc1	2.4	-0.7	0.4	6.4
COCCCNC(=O)CN(C)S(=O)(=O)c1ccc(Br)cc1	6.9	-1.5	0.0	0.1
CCOC(=O)c1c(C)n(C)c2ccc(O)c(S(=O)(=O)c3ccc(C)cc3)c12	-8.4	0.3	-0.1	7.9
O=C(Nc1ccccc1)c1cccc(-c2ccc(N3CCOCC3)nc2)n1	8.4	-2.0	0.1	7.1
Cc1ccc2nc(-c3ccc(NC(=O)c4cc(=O)c5ccccc5o4)cc3)sc2c1	5.5	-1.2	0.2	-17.9
Cc1ccn2c(C(=O)NC(C)C)c(-c3ccccc3)nc2c1	27.8	-0.1	0.4	-4.9
Cc1cc(=O)oc2cc(OCC(=O)c3ccc4c(c3)OCO4)ccc12	5.0	-0.1	0.1	0.5
CCN(CC)S(=O)(=O)c1ccc(N2CCN(c3cccc(OC)c3)CC2)c([N+](=O)[O-])c1	-0.7	1.1	-0.2	0.4
CCn1ncc(Br)c1C(=O)Nc1cccc(C(=O)O)c1	2.5	0.6	-0.1	13.0
O=C(/C=C/c1ccc(F)cc1)Nc1ccccc1C(=O)N1CCCC1	2.0	0.5	0.0	-28.7
